Compound activity: PubChem, The Scripps Research Institute Molecular Screening Center
ADAM17 inh – ADAM17 inhibitors, primary screen, biochemical, QFRET; hit rate 0.83% among 370,000; inhibition, % at 6.95 µM; AID 720648, 2013; Disintegrin and metalloproteinase domain-containing protein 17 (Homo sapiens), P78536; recombinant ADAM17, EDANS/DABCYL FRET peptide cleavage;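 active means inhibition above the mean of compounds lying between control limits plus 3 SD, set per campaign, cut at about 8.5% in these data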;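 further: 0% = DMSO-only wells as the low control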
ASAP1 GAP inh – inhibitors of human ASAP1 ArfGAP activity, primary screen, biochemical, fluorescence polarization. Arf-GAP with SH3 domain, ANK repeat and PH domain-containing protein 1 (Homo sapiens), …. inhibition, % at 16.5 µM. ASAP1-stimulated ARF1 GTP hydrolysis, GDP FP detection. hit rate 0.19% among 360,000; in the data active means inhibition above about 25%;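 further: 0% = vehicle with enzyme and substrate and 100% = no enzyme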
Target sequence (Q9ULH1 325-724 limits assumed): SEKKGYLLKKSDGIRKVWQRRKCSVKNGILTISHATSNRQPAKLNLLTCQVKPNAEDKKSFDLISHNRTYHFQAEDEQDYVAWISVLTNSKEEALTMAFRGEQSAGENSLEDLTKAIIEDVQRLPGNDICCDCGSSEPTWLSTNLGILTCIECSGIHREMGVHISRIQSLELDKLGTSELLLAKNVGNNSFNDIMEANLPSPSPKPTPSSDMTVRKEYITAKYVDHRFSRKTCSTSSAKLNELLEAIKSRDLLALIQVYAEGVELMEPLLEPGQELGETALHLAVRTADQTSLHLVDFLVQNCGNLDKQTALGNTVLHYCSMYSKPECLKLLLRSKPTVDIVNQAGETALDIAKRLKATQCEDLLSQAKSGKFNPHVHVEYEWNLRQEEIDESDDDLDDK
TDP2 absorb – human TDP2 enzyme inhibitors, primary screen, biochemical, epi absorbance, recombinant enzyme; inhibition, % at 12.8 µM; hit rate 0.34% among 370,000; T5PNP hydrolysis, p-nitrophenol absorbance 415 nm; AID 720702, 2013; Tyrosyl-DNA phosphodiesterase 2 (Homo sapiens), O95551;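 active means inhibition above the mean of all tested compounds plus 3 SD, set per campaign, cut at about 25% in these data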;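 further: 0% = DMSO with enzyme and 100% = buffer with substrate but no TDP2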
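Assay system: Recombinant human TDP2 | Quantity: 120 nM TDP2 per well | Incubation: 2 h at 37 °C | Signal: Epi absorbance | Evaluation: Percent inhibition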
SIAE inh – human SIAE inhibitors, primary screen, biochemical, fluorescence polarization, FP-Rh probe, 1536-well HTS; hit rate 0.69% among 370,000; Sialate O-acetylesterase (Homo sapiens), Q9HAT2; inhibition, % at 9.66 µM; AID 1053197, 2014; SIAE FP-Rh probe binding;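 active means inhibition above a cutoff: mean of compounds within the control limits plus 3 SD of those, cut at about 17% in these data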;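 further: 0% = plate median of compound wells and 100% = probe without SIAE protein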
ADAM10 inh – human ADAM10 inhibitors, primary screen, biochemical, QFRET, HTS. Disintegrin and metalloproteinase domain-containing protein 10 (Homo sapiens), O14672. recombinant ADAM10, EDANS/DABCYL FRET peptide cleavage, 3 h. inhibition, % at 7 µM. hit rate 0.62% among 370,000. AID 720582, 2013;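 active means inhibition above a per-campaign cutoff equal to the mean of compounds falling between control-based bounds plus 3 SD, cut at about 20% in these data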;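 further: 0% = DMSO wells while the 100% control is not disclosed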
Target sequence (O14672 214-748 limits assumed): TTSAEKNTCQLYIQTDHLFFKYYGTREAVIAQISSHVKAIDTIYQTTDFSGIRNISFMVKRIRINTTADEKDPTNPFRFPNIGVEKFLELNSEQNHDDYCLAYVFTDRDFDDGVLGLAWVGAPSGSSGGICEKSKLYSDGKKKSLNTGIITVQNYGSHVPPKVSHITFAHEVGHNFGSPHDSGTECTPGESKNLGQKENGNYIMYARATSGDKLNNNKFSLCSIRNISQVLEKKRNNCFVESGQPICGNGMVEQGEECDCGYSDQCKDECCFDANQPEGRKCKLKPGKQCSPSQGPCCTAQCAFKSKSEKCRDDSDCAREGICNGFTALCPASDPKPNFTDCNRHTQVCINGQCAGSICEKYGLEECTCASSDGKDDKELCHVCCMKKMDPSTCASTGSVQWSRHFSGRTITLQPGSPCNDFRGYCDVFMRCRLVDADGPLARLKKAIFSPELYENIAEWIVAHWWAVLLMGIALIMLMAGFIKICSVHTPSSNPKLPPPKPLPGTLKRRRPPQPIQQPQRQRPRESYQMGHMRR
DDE Tn7 FP inh – inhibitors of Tn7 peptide binding to fibrin DD(E), primary screen, biochemical, fluorescence polarization, human fibrin, Tn7 probe | Fibrinogen beta chain (Homo sapiens), P02675 | FP displacement of FITC-Tn7 peptide from fibrin DD(E); 0% = median of compound wells per plate | inhibition, % at 8.3 µM | hit rate 0.13% among 370,000;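 active means inhibition above the mean of compounds falling within the control limits plus 3 SD of them, cut at about 14% in these data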;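 further: 0% = plate median of compound wells and 100% = 10 µM Aha-Tn7 peptide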
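assay system = human clot-derived fibrin DD(E) complex | quantity = Fibrin-DD(E) at 2 µM final | timing = 10 min preincubation, 3 h with tracer, room temperature | signal = fluorescence polarization | measure = percent inhibition | benchmarks = high control wells with 10 µM unlabelled Aha-Tn7 peptide (full inhibition) | replicates = singlicate testing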
PLCb3 inh – human PLC-beta3 inhibitors, primary screen, biochemical, fluorescence; 1-phosphatidylinositol 4,5-bisphosphate phosphodiesterase beta-3 (Homo sapiens), Q01970; Purified PLC-beta3, fluorogenic substrate; inhibition, % at 12.2 µM; hit rate 0.18% among 370,000; AID 720704, 2013; in the data active means inhibition above about 11%;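 further: 0% = median of compound wells on plate and 100% = full blocker control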
Tn6 DDE FP – inhibitors of Tn6 peptide binding to fibrin DD(E), primary screen, biochemical, fluorescence polarization, human fibrin, Tn6 probe | hit rate 0.21% among 370,000 | inhibition, % at 8.3 µM | Fibrin DD(E) TRITC-Tn6 fluorescence polarization displacement;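 active means inhibition above a per-campaign cutoff: mean of compounds within control limits plus 3 SD, cut at about 15% in these data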;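 further: 0% = median of all compound wells on the plate and 100% = blocking peptide control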
PLCg1 inh – PLC-gamma1 enzyme inhibitors, primary screen, biochemical, fluorescence, purified enzyme; 1-phosphatidylinositol 4,5-bisphosphate phosphodiesterase gamma-1 (Homo sapiens), P19174; fluorogenic substrate; inhibition, % at 12.2 µM; hit rate 0.84% among 370,000; AID 720700, 2013; in the data active means inhibition above about 9.5%
ARFGAP1 inh – inhibitors of rat ARFGAP1 GAP activity, primary screen, biochemical, fluorescence polarization, GDP tracer. AID 651572, 2012. Arfgap1-stimulated ARF1 GTP hydrolysis, GDP FP detection. inhibition, % at 16.5 µM. hit rate 0.26% among 360,000;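 active means inhibition above a per-plate limit, mean inhibition of low control wells plus 3 SD, cut at about 25% in these data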;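 further: 0% = DMSO wells with enzyme and 100% = wells lacking Arfgap1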
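Assay system: Rat Arfgap1 GAP domain (His6, aa 1-136), purified enzyme | Buffer or medium: HEPES 25 mM pH 7.5, NaCl 150 mM, MgCl2, DTT | Schedule: GTP hydrolysis reaction 2 h at 25 °C | Signal: FP of antibody-bound GDP Alexa 633 tracer, ex 620/em 688 nm | Measure: Percent inhibition of Arfgap1-stimulated GTP hydrolysis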
An asterisk follows results filed as active; x = not tested or not shown; & = joins results of further samples; ! = not confirmed by another sample. Rows were taken by chance; 3.6% or so of the library scored in one or more.

SMILES	ADAM17 inh	ASAP1 GAP inh	TDP2 absorb	SIAE inh	ADAM10 inh	DDE Tn7 FP inh	PLCb3 inh	Tn6 DDE FP	PLCg1 inh	ARFGAP1 inh
CCN(CC)S(=O)(=O)c1ccc(C(=O)Nc2cc3oc4ccccc4c3cc2OC)cc1	0.7	-12.4	-2.8	4.0	2.0	1.3	-5.1	0.1	-0.6	-8.5
COc1cccc(NC(=O)COc2ccc(C(=S)N3CCN(C)CC3)cc2OC)c1	-1.2	6.8	-12.9	-0.8	-0.9	1.6	-4.9	2.5	-2.7	-12.0
CC1=C(C(=O)N2CCCCCC2)CC(CC(=O)NCCCN(C)C)C(=O)N1CCCN1CCCC1=O (stereo not drawn)	0.0	-5.3	-5.3	-0.2	4.2	-4.2	-0.5	4.5	1.2	2.1
COc1cc(OC)cc(C(=O)/C=C2\Sc3ccccc3N2C)c1	-2.1	-4.8	8.9	6.5	-11.1	-8.2	-7.9	-5.5	-11.3	6.5
CCOc1ccc(-c2cc(CCCC(=O)Nc3cc(OC)ccc3OC)no2)cc1	-0.9	6.2	6.3	6.0	3.4	-0.7	0.8	-5.8	2.1	-5.0
O=C(O)/C(=C\c1ccc(F)cc1)c1ccc(-c2ccccc2)cc1	0.2	-8.2	-24.1	-9.9	-0.2	-3.3	-10.3	-2.7	1.4	-0.8
COCC(=O)N(Cc1ccccc1)c1ccccn1	-0.8	5.9	7.0	9.1	-0.8	-1.8	2.5	4.5	0.6	-2.4
CN(c1cccc(NC(=O)CCSc2ccccc2)c1)S(C)(=O)=O	-0.5	-1.2	-0.3	0.4	2.5	-1.2	3.2	7.7	3.5	-7.5
COc1ccccc1-c1cncc(NC(C)=O)n1	-14.3	-7.7	9.9	6.3	-45.7	0.8	-54.7	2.8	-42.9	-7.3
CCOC(=O)[C@@]12CCC3=C1N(CCC3)C(=O)[C@H](CC(=O)N1CCCCC1)C2	-7.5	x	6.9	-0.8	-12.1	7.4	-3.2	-6.7	2.5	x
CC(C)c1c(C(=O)N/N=C2\CCc3ccccc32)nnn1-c1nonc1N	1.6	-5.5	-3.2	-1.2	9.3	4.4	-3.4	-4.1	3.9	-0.3
Cc1ccc(C2(C)NC(=O)N(CC(=O)Nc3ccccc3C(=O)NC3CCCC3)C2=O)cc1 (stereo not drawn)	-2.2	6.6	-5.4	1.3	-0.8	4.6	-8.5	-6.2	-0.9	-4.7
CCc1ccc(OCCOCC(O)CNC(C)CC)cc1 (stereo not drawn)	0.5	5.4	10.2	2.0	-6.4	-3.0	1.6	-1.3	-0.2	-1.3
O=C(NCc1cn(-c2ccccc2)nc1-c1ccccc1)c1ccc([N+](=O)[O-])cc1	0.9	-1.2	12.4	-4.3	-1.3	2.3	3.6	5.6	3.0	2.1
CCOC(=O)C(=NC1CCCCC1)NNc1cccc(C(F)(F)F)c1	-0.4	0.8	3.8	12.6	-7.0	7.3	-7.9	-2.5	-5.1	6.3
CC1=CC(=O)c2ccccc2C1=O	-3.7&-1.0	0.9&-2.4	-10.6&-5.2	-1.3&-6.5	-9.2&-1.7	-1.2&1.0	0.0&0.8	1.1&2.6	0.0&-1.2	26.1*!
Cc1ccccc1NC(=O)CSc1nnc(Cc2ccccc2)c(=O)n1N	-2.3	-5.9	11.6	-6.0	-3.2	-3.0	-6.5	-1.9	-1.0	7.8
Cc1ccsc1C(=O)NNC(=O)C1CC=CCC1C(=O)O (stereo not drawn)	1.1	-27.4	-0.4	9.0	5.6	2.0	-0.7	-0.2	-1.8	-3.9
CCOc1ccc(NC(=O)COC(=O)CCCc2c[nH]c3ccccc23)cc1	6.7	-0.4	-4.1	-1.3	8.7	1.9	-9.7	-15.6	2.9	0.9
CC(Sc1nnc(NC(=O)c2cc3ccccc3oc2=O)s1)c1ccccc1 (stereo not drawn)	0.1	0.5	-4.0	1.0	-4.1	-5.2	5.5	-1.9	0.9	7.5
CCc1noc(C)c1C(=O)OCC(=O)Nc1ncc(Cl)cc1Cl	-2.5	-5.7	4.1	2.6	-7.7	6.9	-7.6	-1.0	0.6	3.4
CCCC1(CCC)NC(=O)N(CC(=O)Nc2ccc3c(c2)OCCO3)C1=O	-0.3	-1.7	4.0	-1.2	-4.0	5.3	0.1	-4.4	1.1	-3.3
Cc1ccc(C)c(OCCn2cc(/C=C(\C#N)C(=O)NCc3cccs3)c3ccccc32)c1	1.1	11.1	-5.0	-13.2	-2.4	-8.8	4.3	6.4	1.5	6.5
COc1cccc(CC(=O)N2CCC(CCC(=O)Nc3cccc(OC)c3)CC2)c1	0.0	6.9	4.9	-0.9	4.8	3.2	-5.8	-0.6	0.0	5.3
COc1ccc(C)cc1S(=O)(=O)Nc1cccc(Cl)c1Cl	-2.6	-4.4	10.7	-3.1	2.0	-1.9	1.8	-3.7	0.0	5.8
CC(C)(Sc1ccc(CCN(CCCCC2CCCCC2)C(=O)NC2CCCCC2)cc1)C(=O)O	-0.7	-19.1	3.7	-8.5	3.6	-6.6	-0.1	-0.8	-4.0	-11.2
CCOC(=O)/C(=C\C=C\c1ccccc1)NC(=O)c1ccccc1	1.0	3.0	1.4	-1.8	-5.0	-4.0	-9.7	-13.5	-5.5	-2.2
CCOCCCNC(=S)N1CCCN(c2nc3c(C)c(C)ccc3cc2C#N)CC1	-35.1	2.2	-10.2	-7.3	-94.8	-1.5	-65.9	1.8	-55.4	5.3
COc1ccc(O)c(/C=N/N2CCOCC2)c1	-6.7	-14.9	-5.9	-3.4	-7.9	-2.9	-10.3	-0.9	-2.2	-8.3
Cc1ccc(C)c(OCCSc2nnc(-c3cccnc3)n2N)c1	3.7	-2.8	2.7	0.5	4.6	-3.2	1.9	0.0	5.0	0.4
NC(=O)C1CCN(CC(=O)Nc2ccccn2)CC1	-9.1	4.0	-3.1	-4.0	6.1	0.0	4.9	1.1	-0.7	8.5
CCc1ccc(C(=O)NNC(=O)c2n[nH]c(=O)c3ccccc23)cc1	0.2	3.9	-5.6	-1.9	-2.9	2.4	3.1	-2.5	4.1	-9.9
CC1CCC2(CC1)NC(=O)N(CC(=O)NC(C)c1ccc(F)c(F)c1)C2=O (stereo not drawn)	-3.2	-9.4	5.8	10.7	-3.7	5.3	-7.2	-3.7	6.8	-7.6
COCCn1nnnc1C(C(C)C)N1CCN(C(=O)c2ccco2)CC1 (stereo not drawn)	-2.5	3.8	-2.0	2.5	6.3	-5.2	-0.2	-0.8	1.4	1.7
CC(Sc1nc(-c2ccccc2)cc(C(F)(F)F)n1)C(=O)N1CCOCC1 (stereo not drawn)	-1.9	8.0	18.4	-3.9	8.4	1.4	2.1	-1.9	0.4	-1.2
CC(O)CNc1nc2c(c(=O)n(Cc3ccc(Br)cc3)c(=O)n2C)n1C (stereo not drawn)	-4.1	5.9	1.8	0.1	-0.6	1.2	-7.5	-4.3	1.5	-6.6
COc1ccc(NC(=O)C2(C)CCN2Cc2cccc(OC)c2OC)cc1OC (stereo not drawn)	-2.1	17.4	-5.0	4.6	-0.2	-3.2	3.9	-2.4	-2.4	10.9
Cc1cc(NC(=O)CCOc2ccccc2)no1	2.1	-2.1	-3.9	0.4	13.3	1.6	8.2	-0.8	1.3	-5.2
Cc1ccc(C(=O)Nc2ccc(S(=O)(=O)N3CCCC3)cc2)o1	-0.9	-0.7	-3.6	2.1	-6.3	0.5	-5.7	-4.6	-0.2	25.8*
COc1ccccc1-c1nnc(SCc2nc3ccccc3[nH]2)n1C	-19.0	-4.1	-7.5	-2.5	-46.0	-5.5	-42.6	10.5	-43.7	4.0
CC(C)CCOc1ccc(CO[C@@H]2[C@H]3OC(C)(C)O[C@H]3O[C@@H]2C(O)CO)cc1 (stereo partly drawn)	-5.3	-12.7	-5.5	-1.1	6.2	1.2	-2.5	-0.3	-3.8	4.3
CC(C)(C)NC(=O)C1CC(=O)OC12CCOC(C)(C)C2 (stereo not drawn)	0.5	-3.6	10.8	0.0	1.6	7.2	-0.2	0.0	-0.4	-4.8
Cc1ccc(C)c(OCc2cc(C(=O)NC3CCOC(C)(C)C3)no2)c1 (stereo not drawn)	-1.2	-2.1	-10.7	-2.9	1.2	0.3	-6.9	-2.5	5.5	8.0
CCOC(=O)CCC(=O)N1CCOCCOCCN(C(=O)CCC(=O)OCC)CCOCCOCC1	-8.5	8.8	2.7	-0.1	-13.2	1.0	-0.8	4.6	-3.9	-1.1
CSc1ccc(Cl)c(C(=O)OCC(=O)N2CCOCC2)c1	-17.6	6.7	-4.2	2.4	-69.5	-0.3	-11.0	3.6	-7.7	4.5
COC(=O)c1cccc(Cn2ccc3ccc(-c4ccc5ccn(Cc6cccc(C(=O)OC)c6)c5c4)cc32)c1	-1.9	x	-1.1	-5.0	1.4	1.4	-69.0	-6.4	-46.4	x
CCN(CC)CCNC1=CC(=O)OC12CCCCC2	-1.4	-10.5	6.6	-1.8	5.6	0.8	-1.4	1.0	2.3	-0.1
N#CCC(=O)Nc1ccc(C(=O)OCC(=O)N2CCCC2=O)cc1	-3.0	-5.1	14.9	-0.2	0.2	12.9	-3.8	-0.4	2.7	2.6
